Source: PubChem BioAssay (National Center for Advancing Translational Sciences (NCATS))
PNC assembly inh: blocks assembly of the perinucleolar compartment. PC3M PTB-GFP, PNC prevalence imaging, 16 h; stronger effect = lower value. activity change (PNC), negative = inhibition, % at 10 µM. 140,000 tested, 3.1% active;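 active = readout at or below -70, meaning at least 70% loss of cells showing the perinucleolar compartment, a nuclear body marking cancer cells; inconclusive = readout between -30 and a set limit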;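 note: plate controls were DMSO wells for no effect and camptothecin positive control wells for full effect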
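Compounds are pinned in duplicate onto adhered PC3M cells stably expressing GFP-tagged PTB and incubated 16 h at 37 C. Cells are then fixed, nuclei stained with Hoechst, and PNC-positive cells counted.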
IMPase inh: cell-permeable inhibitors of inositol monophosphatase (IMPase); P97697; CHO-M1 cells, IP1 accumulation, HTRF TR-FRET ratio; inhibition (IP1 accumulation), % at 46.1 µM; 120,000 tested, under 10 active; active = well fitted curve in the direction sought with a large enough effect in the signal ratio, not every such curve was filed as active; inconclusive = small, poorly fitted or top-dose-only effect, or a change in a side signal; inactive = no such curve, though single readings can be large or run the other way; the % refers to the signal ratio;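 note: cells stimulated with carbachol in lithium chloride buffer; plate controls were DMSO basal wells for no effect and reference inhibitor wells for full effect; higher means more IMPase inhibition seen as more IP1 and lower FRET ratio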
Target sequence (P97697 whole entry, looked up): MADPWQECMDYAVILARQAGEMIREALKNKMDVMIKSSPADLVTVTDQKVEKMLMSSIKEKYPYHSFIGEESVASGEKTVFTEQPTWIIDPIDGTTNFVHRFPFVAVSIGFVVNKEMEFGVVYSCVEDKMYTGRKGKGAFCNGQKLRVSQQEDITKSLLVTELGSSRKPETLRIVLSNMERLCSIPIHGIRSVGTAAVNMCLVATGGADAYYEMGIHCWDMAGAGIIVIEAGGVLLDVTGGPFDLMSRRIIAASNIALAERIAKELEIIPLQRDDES
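The IP-One HTRF competitive assay in carbachol-stimulated CHO-M1 cells quantifies cellular IP1. Compounds spanned up to 46 uM final, and activity is expressed as AC50 from concentration-response fits of the ratio and donor data.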
ALOX12 inhib: inhibitors of human 12-lipoxygenase (ALOX12); P18054; purified 12-hLO, xylenol orange hydroperoxide absorbance; Potency, µM (doses to about 57.1 µM), without a hit: at the highest dose activity change, negative = inhibition, usual class: inhibitors; 150,000 tested, 0.12% active; note: potency is the fitted concentration of half-maximal effect; nearly all actives have a fitted effect of over 55% in size; many of its hits are not listed in these tables
Target sequence (P18054 whole entry, looked up): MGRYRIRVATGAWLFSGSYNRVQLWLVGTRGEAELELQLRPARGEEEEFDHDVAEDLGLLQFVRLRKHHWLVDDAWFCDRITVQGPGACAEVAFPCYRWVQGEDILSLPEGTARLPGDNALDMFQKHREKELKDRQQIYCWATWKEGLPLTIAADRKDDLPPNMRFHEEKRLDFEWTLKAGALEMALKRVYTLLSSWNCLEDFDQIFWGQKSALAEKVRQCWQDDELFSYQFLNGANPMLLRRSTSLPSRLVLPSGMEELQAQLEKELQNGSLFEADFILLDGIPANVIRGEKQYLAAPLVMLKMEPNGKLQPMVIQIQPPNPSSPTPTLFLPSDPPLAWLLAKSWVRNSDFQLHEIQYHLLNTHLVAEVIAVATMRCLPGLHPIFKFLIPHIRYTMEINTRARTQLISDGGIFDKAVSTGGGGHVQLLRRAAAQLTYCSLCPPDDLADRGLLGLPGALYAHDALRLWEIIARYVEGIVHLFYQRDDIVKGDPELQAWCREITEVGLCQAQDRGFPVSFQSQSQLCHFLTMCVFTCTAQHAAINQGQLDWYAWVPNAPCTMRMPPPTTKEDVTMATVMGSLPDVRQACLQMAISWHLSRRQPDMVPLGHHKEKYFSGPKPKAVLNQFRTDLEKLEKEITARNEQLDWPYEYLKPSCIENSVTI
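Lipoxygenase turnover measured by absorbance at 573 and 405 nm after Fe-XO development. Human 12hLO 150 nM, arachidonate 40 uM, pH 7.0 Hepes buffer with detergent; 15 min compound preincubation, 30 min reaction.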
15-hLO-2 inh: blocks human 15-lipoxygenase 2 activity; purified 15hLO-2, xylenol orange hydroperoxide absorbance; Potency, µM (titrated, usually from 57.1 µM), without a hit: top-dose activity change, negative = inhibition, most hits filed as inhibitors; 110,000 tested, 0.56% active; AID 881; note: potency is the fitted concentration of half-maximal effect; nearly all actives have a fitted effect of over 60% in size; many of its hits are not listed in these tables
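Purified human 15hLO-2 (50 nM final) preincubated with compounds 15 min at room temperature in 25 mM Hepes pH 7.5, 0.01% Triton X-100, then 45 uM arachidonic acid added for 90 min; hydroperoxide detected via ferrous/xylenol orange, 573/405 nm absorbance ratio.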
* = called active by the depositor; [ ] = another dose, or the depositor's remark. Unless noted, calls come from the whole dose curve; as a rule, active = well fitted curve in the direction sought with a large enough effect; inconclusive = small, poorly fitted or top-dose-only effect, or another doubt; inactive = no such curve, though single readings can be large; an effect the other way counts as inactive or inconclusive. Unless noted, % is set by controls: 0 for no effect and ±100 for the full control effect.

What do the screens show for `Cc1cc(C)nc(-n2nc(C)c(Sc3ccc(F)cc3)c2N)n1`?
PNC assembly inh: -16; IMPase inh: 4; ALOX12 inhib: 3%; 15-hLO-2 inh: 35%[activator]

Results for O=c1oc2ccc(Br)cc2cc1-c1nc2ccccc2o1 ?
PNC assembly inh: 7; IMPase inh: 0; ALOX12 inhib: 1%; 15-hLO-2 inh: -15%

Results for C/C(=N\N1CCN(c2ccc(Cl)cc2)CC1)c1cccs1 ?
PNC assembly inh: -2; ALOX12 inhib: 1%

Results for CCCCOc1ccc(/C=C/C(=O)OCC(=O)NC(=O)NCC(C)C)cc1OCC ?
PNC assembly inh: -112*; IMPase inh: 2; ALOX12 inhib: 6%

How did CC1=C(CC/C(C)=N/NC(N)=S)C(C)(C)CCC1 do in these assays?
PNC assembly inh: inconclusive; IMPase inh: 9; ALOX12 inhib: -6%

What do the screens show for `O=C1C(=O)N(CCN2CCOCC2)C(c2ccncc2)/C1=C(/O)c1ccc2c(c1)OCO2` (stereo unspecified)?
PNC assembly inh: inconclusive; IMPase inh: -1; ALOX12 inhib: -7%

How did Cn1c(/C=N/n2cnnc2)nc2ccccc21 do in these assays?
PNC assembly inh: 14; IMPase inh: 6; ALOX12 inhib: -2%; 15-hLO-2 inh: 0%

How did COc1ccc(NC(=S)NCC2CCCO2)c(C)c1 (stereo unspecified) do in these assays?
PNC assembly inh: 10; ALOX12 inhib: 0%

How did O=C(/C=C/c1ccccc1)NCCSCc1ccccc1 do in these assays?
PNC assembly inh: inconclusive; ALOX12 inhib: -1%

What do the screens show for `COc1ccc(NC(=O)c2cc(-c3ccccc3)oc2C)cc1`?
PNC assembly inh: inconclusive; ALOX12 inhib: -3%

Results for COC(=O)/C=C1/S/C(=N/N=C/c2ccc(N(C)C)cc2)NC1=O ?
PNC assembly inh: 9; IMPase inh: 1; ALOX12 inhib: 1%

Results for c1ccc2c(-c3nn4nnnc4c4ccccc34)cccc2c1 ?
PNC assembly inh: 17; IMPase inh: 5; ALOX12 inhib: 3%; 15-hLO-2 inh: -2%

How did CCCCCn1c(=O)c(Cc2ccccc2)c(O)c2ccccc21 do in these assays?
PNC assembly inh: 15; IMPase inh: inconclusive; ALOX12 inhib: 0%

Results for COCc1cc(C)nc(OCC(=O)N/N=C/c2ccc(-c3cc([N+](=O)[O-])ccc3C)o2)c1C#N ?
PNC assembly inh: -6; IMPase inh: -1; ALOX12 inhib: 4%; 15-hLO-2 inh: -5%

Results for O=C(Nc1ccc(Cl)c(Cl)c1)c1ccc(Cn2cc(Cl)cn2)cc1 ?
PNC assembly inh: 6; IMPase inh: 19; ALOX12 inhib: -18%

How did O=C1OCCC1Sc1nnc(-c2ccc(Br)cc2)o1 (stereo unspecified) do in these assays?
PNC assembly inh: 37; IMPase inh: 7; ALOX12 inhib: -2%; 15-hLO-2 inh: -2%

What do the screens show for `CC(C)Oc1cccc(C(=O)Nc2ccc(NC(=O)c3ccco3)cc2)c1`?
PNC assembly inh: -27; IMPase inh: 1; ALOX12 inhib: -4%; 15-hLO-2 inh: -5%

What do the screens show for `CC(C)C(=O)N1CCC(c2nc(-c3ccc(S(=O)(=O)N4CCCC4)cc3)no2)CC1`?
PNC assembly inh: inconclusive; IMPase inh: 6; ALOX12 inhib: -2%; 15-hLO-2 inh: 7%

What do the screens show for `CCC(C)n1c(=N)c(C#N)cc2c(=O)n3ccccc3nc21` (stereo unspecified)?
PNC assembly inh: 14; IMPase inh: -11[0.369 µM]; ALOX12 inhib: -2%

How did CC(C)=CCC(C)(C)CNC(=O)NC1CCCCC1 do in these assays?
PNC assembly inh: 334; IMPase inh: inconclusive; ALOX12 inhib: 12%

How did CC(=O)c1cc(-c2ccccc2)n(CC(=O)N2CCN(C3CCCC3)CC2)c1C do in these assays?
PNC assembly inh: 17; IMPase inh: -7; ALOX12 inhib: -2%; 15-hLO-2 inh: 6%

What do the screens show for `CC(C)[C@@H]1NC(=O)c2cc([N+](=O)[O-])cc(I)c2NCCCC[C@@H](C(=O)NC(CC(=O)O)C(N)=O)NC(=O)[C@H](CO)NC1=O` (stereo partly specified)?
PNC assembly inh: -30; ALOX12 inhib: -1%

Results for N#Cc1ccccc1Sc1ccccc1C(=O)OCC(=O)N1CCN(C(=O)c2ccco2)CC1 ?
PNC assembly inh: -28; IMPase inh: 10; ALOX12 inhib: 0%; 15-hLO-2 inh: 2%

How did COc1ccc(N(CC(=O)NCc2cccs2)S(=O)(=O)c2c(C)nn(C)c2C)cc1 do in these assays?
PNC assembly inh: 39; IMPase inh: 3; ALOX12 inhib: 0%; 15-hLO-2 inh: 1%

Results for CCN1CCN(Cc2c(O)ccc3c2O/C(=C\C=C\c2ccccc2OC)C3=O)CC1 ?
PNC assembly inh: inconclusive; IMPase inh: -8; ALOX12 inhib: -4%

Results for COc1ccccc1N1CCN(C(c2cccs2)C(C)NC(=O)c2cccs2)CC1 (stereo unspecified) ?
PNC assembly inh: 83; IMPase inh: 1; ALOX12 inhib: -1%

Results for O=C(O)CCC(=O)N1CCc2cc(S(=O)(=O)NCc3cccs3)ccc21 ?
PNC assembly inh: -10; IMPase inh: 4; ALOX12 inhib: 4%; 15-hLO-2 inh: -11%

Results for CCOc1ccc(C(C)=O)cc1COc1ccc(-n2cnnn2)cc1 ?
PNC assembly inh: -8; IMPase inh: 6; ALOX12 inhib: -4%; 15-hLO-2 inh: 1%

How did COc1ccc(C)cc1NC(=O)C(Sc1nnc(Nc2ccccc2F)s1)c1ccccc1 (stereo unspecified) do in these assays?
PNC assembly inh: inconclusive; IMPase inh: 23; ALOX12 inhib: 0%

What do the screens show for `O=C(NC(c1ccccc1)c1ccccc1)c1ccc(Br)o1`?
PNC assembly inh: 35; IMPase inh: 3; ALOX12 inhib: 2%; 15-hLO-2 inh: -6%

Results for Cc1cc(C)cc(NC(=S)NCCc2ccc(S(N)(=O)=O)cc2)c1 ?
PNC assembly inh: -11; ALOX12 inhib: -2%

How did CSc1n[nH]c(NCc2ccc(C)cc2)n1 do in these assays?
PNC assembly inh: -7; IMPase inh: 20; ALOX12 inhib: 1%

What do the screens show for `Cc1onc(-c2ccccc2)c1C(=O)Nc1ccc(-c2nnc3n2CCCCC3)cc1`?
PNC assembly inh: 9; IMPase inh: 9; ALOX12 inhib: -3%; 15-hLO-2 inh: 4%

What do the screens show for `Cc1ccc(C2CC(c3ccc(F)cc3)Nc3nc(N)nn32)cc1` (stereo unspecified)?
PNC assembly inh: 55; IMPase inh: -1; ALOX12 inhib: 0%

What do the screens show for `CC(C)C(=O)Nc1c(C(=O)c2ccc(F)cc2)oc2ccccc12`?
PNC assembly inh: 20; IMPase inh: 3; ALOX12 inhib: -6%; 15-hLO-2 inh: 3%

How did COCCN1CCN(c2cc(-c3ccccc3)nc3cc(-c4cccc(F)c4)nn23)CC1 do in these assays?
PNC assembly inh: -21; IMPase inh: 14; ALOX12 inhib: -12%

How did Cn1c(Cn2c(=O)sc3ccccc32)nnc1SCC(=O)N1CCOCC1 do in these assays?
PNC assembly inh: -5; IMPase inh: -7; ALOX12 inhib: 5%

How did CN1C(=O)N2CN(C3CCCCC3)CN3C(=O)N(C)C1C23 (stereo unspecified) do in these assays?
PNC assembly inh: -9; IMPase inh: -1; ALOX12 inhib: 3%; 15-hLO-2 inh: -1%

Results for Nc1ncnc2c1C1(CCCCC1)Cc1ccccc1-2 ?
PNC assembly inh: -5; ALOX12 inhib: 2%

What do the screens show for `CCOC(=O)c1c(-c2cccs2)csc1NC(=O)CN1CCOCC1`?
PNC assembly inh: 15; IMPase inh: -8; ALOX12 inhib: -4%; 15-hLO-2 inh: 9%

What do the screens show for `C=CCn1c(SCCC(=O)O)nc2c1c(=O)n(C)c(=O)n2C`?
PNC assembly inh: 25; IMPase inh: -1; ALOX12 inhib: -7%; 15-hLO-2 inh: 1%

How did O=C(Nc1cccnc1)c1ccc2snnc2c1 do in these assays?
PNC assembly inh: 11; IMPase inh: 5; ALOX12 inhib: 3%; 15-hLO-2 inh: -8%

How did CCc1cc(-c2n[nH]c(=S)n2-c2ccccc2C)cs1 do in these assays?
PNC assembly inh: 36; IMPase inh: 3; ALOX12 inhib: -20%; 15-hLO-2 inh: inconclusive

How did CCOc1ccc(-c2nnc(-c3cccnc3)o2)cc1OCC do in these assays?
PNC assembly inh: 8; IMPase inh: -2; ALOX12 inhib: 1%; 15-hLO-2 inh: 1%

Results for COc1ccc(Oc2nc(SC)nc3ccccc23)cc1 ?
PNC assembly inh: -28; IMPase inh: -8[1.84 µM]; ALOX12 inhib: 3%; 15-hLO-2 inh: -3%[11.4 µM]

How did COc1ccc(C(CNC(=O)c2cc(C)oc2C)N2CCOCC2)cc1 (stereo unspecified) do in these assays?
PNC assembly inh: 11; IMPase inh: 16; ALOX12 inhib: -2%; 15-hLO-2 inh: 4%

What do the screens show for `Cc1ccc(C(=O)N2CCOCC2)cc1[N+](=O)[O-]`?
PNC assembly inh: -1; ALOX12 inhib: -4%

Results for CCOC(=O)c1c(NC(=O)c2cnn3c2NC(c2cccc(OC)c2)CC3C(F)(F)F)sc2c1CCCC2 (stereo unspecified) ?
PNC assembly inh: 57; ALOX12 inhib: 1%

Results for CCN(CC)CCOC(=O)[C@@H](Cc1cccc2ccccc12)C[C@@H]1CCCO1 ?
IMPase inh: 11[20.6 µM]; ALOX12 inhib: -1%[25.6 µM]; 15-hLO-2 inh: 6%[25.6 µM]

Results for CCCc1cc(=O)[nH]c(SCc2cc(C(=O)OC)c(C)o2)n1 ?
PNC assembly inh: 5; IMPase inh: -3; ALOX12 inhib: 0%; 15-hLO-2 inh: -13%

Results for CCSC(SCC)[C@H](O)[C@@H](O)[C@H](O)[C@H](O)CO ?
PNC assembly inh: 7; ALOX12 inhib: 0%

Results for COc1ccc(S(=O)(=O)N(C)c2c(C)n(C)n(-c3ccccc3)c2=O)cc1OC ?
PNC assembly inh: -26; IMPase inh: -6; ALOX12 inhib: -6%; 15-hLO-2 inh: -1%

Results for O=c1c(CN2CCN(c3cccc(Cl)c3)CC2)coc2c(Cl)cc(Cl)cc12 ?
PNC assembly inh: inconclusive; IMPase inh: 5; ALOX12 inhib: -2%; 15-hLO-2 inh: -2%

Results for COc1ccc(C(=O)c2c(C)oc3ccc(O)c(CN4CCOCC4)c23)cc1 ?
PNC assembly inh: inconclusive; IMPase inh: 0; ALOX12 inhib: 4%; 15-hLO-2 inh: 7%

What do the screens show for `O=C(N/N=C/c1ccccc1F)NC1CCCCC1`?
PNC assembly inh: -4; IMPase inh: 6; ALOX12 inhib: 4%

Results for COc1ccc(C(=O)/C=C/c2ccc(OC(=O)c3cc(OC)c(OC)c(OC)c3)cc2)cc1 ?
PNC assembly inh: 17; IMPase inh: -1; ALOX12 inhib: -5%

Retrieved by structure from the entries so far, 6 records:
Results for O=c1c(CN2CCN(c3cccc(Cl)c3)CC2)coc2c(Cl)cc(Cl)cc12 ?
PNC assembly inh: inconclusive; IMPase inh: 5; ALOX12 inhib: -2%; 15-hLO-2 inh: -2%

Results for CCN(CC)CCOC(=O)[C@@H](Cc1cccc2ccccc12)C[C@@H]1CCCO1 ?
IMPase inh: 11[20.6 µM]; ALOX12 inhib: -1%[25.6 µM]; 15-hLO-2 inh: 6%[25.6 µM]

Results for CCCc1cc(=O)[nH]c(SCc2cc(C(=O)OC)c(C)o2)n1 ?
PNC assembly inh: 5; IMPase inh: -3; ALOX12 inhib: 0%; 15-hLO-2 inh: -13%

Results for COc1ccc(C(=O)/C=C/c2ccc(OC(=O)c3cc(OC)c(OC)c(OC)c3)cc2)cc1 ?
PNC assembly inh: 17; IMPase inh: -1; ALOX12 inhib: -5%

Results for COc1ccc(C(=O)c2c(C)oc3ccc(O)c(CN4CCOCC4)c23)cc1 ?
PNC assembly inh: inconclusive; IMPase inh: 0; ALOX12 inhib: 4%; 15-hLO-2 inh: 7%

Results for COc1ccc(S(=O)(=O)N(C)c2c(C)n(C)n(-c3ccccc3)c2=O)cc1OC ?
PNC assembly inh: -26; IMPase inh: -6; ALOX12 inhib: -6%; 15-hLO-2 inh: -1%
